MRP-1 activ = MRP-1 activation. H69AR cells + doxorubicin, viability rescue, CellTiter-Glo. viability increase, % at 10 µM. 0.61% of 140,000 active. AID 799;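 active = viability gain under doxorubicin at or above a set limit, the compound median plus 3 SD, cut at about 4.7% in these data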;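 also: MRP-1 overexpressing cells given doxorubicin 25 µM after compound pretreatment; 18-22 h compound pretreatment then 72 h with doxorubicin before readout; 0% = doxorubicin-only wells and 100% = vehicle-treated cells without doxorubicin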
Yeast life ext = extends the lifespan of yeast. AID 775. 0.68% of 130,000 active. S. cerevisiae growth with nicotinamide, OD615; deaD strain in restrictive glucose medium. inhibition of the nicotinamide effect, % at 10 µM;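 active = inhibition above a set limit, placed 3 SD over the median of all compounds, cut at about 26% in these data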;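 also: 0% = nicotinamide-treated wells and 100% = cells grown without nicotinamide; some compounds called inactive have numbers as strong as hits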
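Test system – modified budding yeast, DeaD strain · Compound – single dose 10 µM compound, 0.25% DMSO · Times – culture preincubation 4 h, compound exposure 48 h, both 30 °C · Detection – optical density (absorbance) at 615 nm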
NPY Y2 blocker = antagonists of human neuropeptide Y receptor Y2; 0.99% of 140,000 active; inhibition, % at 2.7 µM; NPY-Y2 expressing cells, antagonist mode; in the data active = inhibition above about 17%;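 also: 0% = vehicle with agonist challenge and 100% = reference antagonist with challenge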
Target sequence (P49146 whole entry, looked up): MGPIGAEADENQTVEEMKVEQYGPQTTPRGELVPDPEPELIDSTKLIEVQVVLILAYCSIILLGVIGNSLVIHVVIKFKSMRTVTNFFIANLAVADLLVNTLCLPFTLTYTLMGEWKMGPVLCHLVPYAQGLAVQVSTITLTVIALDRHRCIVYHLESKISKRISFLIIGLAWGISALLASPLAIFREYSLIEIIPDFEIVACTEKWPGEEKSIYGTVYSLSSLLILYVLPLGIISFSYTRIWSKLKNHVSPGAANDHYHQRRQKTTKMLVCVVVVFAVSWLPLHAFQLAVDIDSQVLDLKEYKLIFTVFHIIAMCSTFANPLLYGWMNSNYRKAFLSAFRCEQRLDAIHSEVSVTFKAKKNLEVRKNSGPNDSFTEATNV
Yeast growth inh = yeast BB579 growth reduction in restrictive medium; S. cerevisiae BB579 growth, OD615, 48 h; inhibition, % at 10 µM; 0.51% of 140,000 active; AID 804;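 active = inhibition above a set limit, 3 SD over the mean compound inhibition, cut at about 44% in these data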; also: inactives centre near -24
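test system = yeast BB579 (DeaD) | buffer or medium = restrictive CSMM-D medium | doses = single compound dose of 10 µM, 0.25% DMSO final | times = 4 h preincubation and 48 h exposure at 30 °C | technique = culture absorbance at 615 nm | benchmarks = amphotericin B 10 µg/mL, positive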
bCat KO growth = beta-catenin-lacking colon tumor cell growth suppression; viability, % at 10 µM; 1.5% of 140,000 active; HCT116 beta-catenin knockout viability, CellTiter-Glo, 60 h; stronger effect = lower value;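 active = viability at or under a set limit, the compound median less 4 SD, cut at about 6% in these data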;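 also: 0% = Hyamine 1622 control at 20 µM and 100% = untreated cell control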
Phagocytosis inh = macrophage phagocytosis inhibition. AID 1029. J774A.1 macrophage IgG-bead phagocytosis, imaging. inhibition, % at 5 µM. 0.07% of 110,000 active;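 active = inhibition above the mean of the plate negative controls plus 5 SD, cut at about 13% in these data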;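 also: phagocytic index as fraction of beads internalized from green versus red external bead signal; plate controls were DMSO negative control for no effect and cytochalasin-D positive control for full effect; some results beyond the cut were filed as inactive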
GALR2 antag = antagonists of human galanin receptor 2 (GALR2); AID 828; inhibition, % at 4 µM; O43603; 0.39% of 140,000 active; GALR2-expressing cells, antagonist mode; in the data active = inhibition above about 27%;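 also: cells stimulated with galanin 1-16 at roughly its EC80; 0% = agonist challenge control and 100% = basal control without agonist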
Target sequence (O43603 whole entry, looked up): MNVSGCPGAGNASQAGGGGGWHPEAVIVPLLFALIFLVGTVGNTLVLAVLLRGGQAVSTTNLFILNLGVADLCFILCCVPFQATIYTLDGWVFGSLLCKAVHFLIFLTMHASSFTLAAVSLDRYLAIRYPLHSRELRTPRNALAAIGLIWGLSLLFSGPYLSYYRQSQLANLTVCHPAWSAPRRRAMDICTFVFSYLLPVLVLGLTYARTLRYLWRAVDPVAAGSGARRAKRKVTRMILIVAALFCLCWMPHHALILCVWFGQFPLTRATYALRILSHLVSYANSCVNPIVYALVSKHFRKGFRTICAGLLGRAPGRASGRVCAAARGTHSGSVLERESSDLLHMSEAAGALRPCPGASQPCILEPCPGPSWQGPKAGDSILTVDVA
Measles CPE = protection of cells from measles virus. 1.5% of 140,000 active. Measles virus-infected cells, CPE protection, absorbance. protection (pct of control), % at 4 µM; in the data active = protection mostly above about 24%, no sharp cut-off; inactive = mostly below about 26%; also: some compounds called inactive have numbers as strong as hits
E-sel TNF inh = TNF alpha driven E-selectin expression inhibition; 0.71% of 120,000 active; inhibition, % at 2 µM; HUVEC TNFa-induced E-selectin immunofluorescence, high content;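 active = inhibition above the batch mean plus 3 SD, and confirmed as a hit on visual image review, cut at about 43% in these data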;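 also: 0% = TNF-stimulated DMSO wells and 100% = unstimulated control wells; not every result past the cut was called active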
PTEN del growth = suppresses growth of cells with PTEN deletion | HCT116 PTEN-null viability, CellTiter-Glo, 60 h; stronger effect = lower value | viability, % at 10 µM | 1.2% of 140,000 active | AID 827;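 active = viability at or below a set limit, 4 SD under the median of all tested compounds, cut at about 3.7% in these data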;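 also: PTEN knockout HCT116 line with beta catenin targeted HCT116 as companion control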
Active calls of the source: *; x = no result given. Random draw from the library; any-hit rate near 6.3%.

SMILES	MRP-1 activ	Yeast life ext	NPY Y2 blocker	Yeast growth inh	bCat KO growth	Phagocytosis inh	GALR2 antag	Measles CPE	E-sel TNF inh	PTEN del growth
C=C(C)Cn1c(SCC(=O)O)nnc1-c1ccccc1	-0.6	-8	3	-35	104	-2	-7	4	-4	106
COc1cc(C2=NOC(C(=O)Nc3ccc(C)cc3)C2)cc(OC)c1OC (stereo not given)	-0.5	-17	4	-38	89	0	5	8	39	93
CCS(=O)(=O)NCc1cn2ccsc2n1	-1.0	-3	2	-4	94	-4	4	8	-4	97
Cc1cccc(N2CC(C(=O)Nc3ccc4c(c3)OCO4)CC2=O)c1C (stereo not given)	-3.7	-11	0	-33	98	0	-10	12	4	101
Cc1nn(-c2ccccc2)c2sc(C(=O)OCc3nnc(-c4ccccc4)o3)cc12	-0.6	-1	2	-76	105	0	-11	10	3	108
Cc1cccc(C)c1NC(=O)C(c1ccccc1)N1CC(=O)Nc2ccccc21 (stereo not given)	-3.8	-2	2	-34	75	x	-6	5	16	66
O=C(NNS(=O)(=O)c1ccc(Cl)cc1)c1cc(-c2ccccc2)nc2ccccc12	-1.4	0	2	-37	90	-5	-1	8	3	89
O=C(c1cc(-c2ccc3c(c2)OCO3)on1)N1CCN(c2ccccc2)CC1	-0.7	-5	14	-39	98	1	13	24	x	97
COc1cccc(Nc2ncnc3ccccc23)c1	-3.0	-12	6	5	95	-1	-5	3	-12	105
Cc1cnc2ncc3sccc3c2c1	1.1	-6	-2	8	88	1	7	2	19	98
O=C1[C@@H]2[C@@H]3C[C@@H]([C@H]4ON=C(c5ccc(Cl)cc5)[C@@H]34)[C@@H]2C(=O)N1C1CCCCC1	1.5	2	2	-9	61	2	2	16	x	61
COc1ccc(C2C(C#N)=C(N)Oc3n[nH]c(C)c32)cc1Cn1nc(C)c([N+](=O)[O-])c1C (stereo not given)	-2.1	-17	-2	-26	96	1	2	9	3	86
Cc1cc(=O)[nH]c2c1c(C)nn2C1CCOC(C)(C)C1 (stereo not given)	-2.0	-2	2	-29	91	x	14	4	12	87
CCC1CCCCN1C(=O)c1nn2cccnc2c1Cl (stereo not given)	-1.2	-7	0	-3	91	-1	0	24	29	106
O=C(NC12CC3CC(CC(C3)C1)C2)c1cc2nc(-c3ccco3)cc(C(F)(F)F)n2n1	1.9	-10	-4	-44	81	-1	-1	4	x	74
COc1cc2c(cc1OC)-c1cc(N3CCCCCC3)nc(=O)n1CC2	-2.7	-11	32*	0	84	-1	-6	9	-3	74
Cc1cc(NS(=O)(=O)c2ccc(NC(=O)Nc3ccccc3)cc2)no1	1.2	4	3	-27	103	-2	-7	14	1	102
Clc1ccc(CSc2nnc(-c3ccncc3)o2)c(Cl)c1	-2.2	-9	9	-38	99	0	-12	13	8	88
O=C(O)c1ccc(CSc2n[nH]c(-c3ccco3)n2)cc1	-0.7	-5	1	-35	96	0	-11	17	9	99
Cc1ccc(N=Cc2nc(/C=C/c3cccc([N+](=O)[O-])c3)oc2O)cc1	-3.8	-24	0	-54	52	x	-11	10	x	61

Taken from above:
In bCat KO growth, Clc1ccc(CSc2nnc(-c3ccncc3)o2)c(Cl)c1 is listed with 99
In Measles CPE, O=C(NNS(=O)(=O)c1ccc(Cl)cc1)c1cc(-c2ccccc2)nc2ccccc12 is listed with 8

Full records, quoted from the list:
Record of Cc1cc(NS(=O)(=O)c2ccc(NC(=O)Nc3ccccc3)cc2)no1 → MRP-1 activ: 1.2; Yeast life ext: 4; NPY Y2 blocker: 3; Yeast growth inh: -27; bCat KO growth: 103; Phagocytosis inh: -2; GALR2 antag: -7; Measles CPE: 14; E-sel TNF inh: 1; PTEN del growth: 102
Record of C=C(C)Cn1c(SCC(=O)O)nnc1-c1ccccc1 → MRP-1 activ: -0.6; Yeast life ext: -8; NPY Y2 blocker: 3; Yeast growth inh: -35; bCat KO growth: 104; Phagocytosis inh: -2; GALR2 antag: -7; Measles CPE: 4; E-sel TNF inh: -4; PTEN del growth: 106

Remaining list, next part:
SMILES	MRP-1 activ	Yeast life ext	NPY Y2 blocker	Yeast growth inh	bCat KO growth	Phagocytosis inh	GALR2 antag	Measles CPE	E-sel TNF inh	PTEN del growth
Cc1csc(NC(=O)C2CCN(S(=O)(=O)c3ccc4c(c3)oc(=O)n4C)CC2)n1	-1.5	-4	0	-40	80	-1	8	15	x	87
COc1ccc(-c2cc(C(F)(F)F)n3nc(C(=O)N4CCCC4)cc3n2)cc1	-1.1	-5	4	-61	91	0	-3	2	-1	99
Cc1sc2nc(SCC(=O)N3CCCCC3)[nH]c(=O)c2c1C	-1.5	x	3	-18	87	x	11	6	5	88
C=CCn1c(O)c(N=NC(=O)CNC(=O)c2cccs2)c2ccccc21	-2.1	0	1	-45	95	x	-10	4	x	98
Cc1cccc(-n2ncc3c(N4CCCC4)ncnc32)c1	-1.2	x	0	-44	85	x	12	8	-7	88
CC(C)C(=O)N1CCN(c2ccc(NC(=O)c3cccs3)cc2)CC1	-0.9	x	0	-7	93	x	-2	2	-17	95
CC(C)(C)c1ccc(C(=O)Nc2cccc([N+](=O)[O-])c2)cc1	1.9	-4	-1	-53	14	0	15	7	-14	8
O=C(CSC1CCCCC1)N1CCN(c2ccccc2)CC1	0.7	-10	2	0	92	-1	13	7	-46	101
O=C(NC1CCCC1)c1ccc(S(=O)(=O)N2CCCC2)cc1	-0.7	-4	3	-13	87	-1	-5	23	-1	92
Cc1c(Cl)c(C(=O)NC2CCCC2)nn1C	-0.6	x	-1	-2	92	x	-6	26	-24	106
Cc1cc(C(=O)N/N=C/c2cc([N+](=O)[O-])ccc2O)c2ccccc2n1	1.3	0	4	-21	9	x	6	6	x	3.0*
CCOc1ccc(-c2noc(-c3ccncc3)n2)cc1OCC	-1.1	-15	0	-15	111	3	1	4	-2	97
Nn1c(SCC(=O)NCCC2=CCCCC2)nnc1C1CCCCC1	-1.0	-9	-3	-84	107	0	0	7	-24	109
COc1cc(C(c2nnnn2C(C)(C)C)N2CCN(C)CC2)cc(OC)c1OC (stereo not given)	-1.7	-2	2	-5	94	-1	-3	10	25	92
CC(=O)Nc1ccc(S(=O)(=O)N2CCN(CCC#N)CC2)cc1	-1.3	-3	3	9	95	0	9	4	-21	99
Nn1c(SCC(=O)NC2CCCc3ccccc32)nnc1-c1ccc(Cl)cc1Cl (stereo not given)	-0.1	3	3	-22	86	-10	-3	7	43	94
O=C(O)Cn1nc(-c2ccccc2)oc1=O	0.1	2	5	-29	96	x	-13	2	7	101
O=C(Oc1ccccc1Cl)c1ccc(-n2cncn2)nc1	-2.6	-20	5	-46	79	x	-4	19	4	72
Clc1ccc(C2=Nn3c(nnc3-c3n[nH]c4c3CCC4)SC2)cc1Cl	-7.5	-6	67*	-31	12	x	-12	4	-6	4
O=C(NCC(=O)N(c1ccccc1F)C(C(=O)NCC1CCCO1)c1ccccc1)c1ccco1 (stereo not given)	-3.2	-19	8	-24	103	0	13	5	9	88
Cc1ccc(NS(=O)(=O)c2ccc(CCC(=O)NCCO)cc2)cc1	0.5	-8	-1	-28	99	0	7	23	-68	97
CC1CN(c2nc3c(c(=O)[nH]c(=O)n3C)n2Cc2ccccc2F)CC(C)O1 (stereo not given)	-3.5	-6	1	-36	100	0	14	19	-2	86
COc1ccc(/C=C\C(=O)CC(O)(c2ccccc2)C(F)(F)F)cc1 (stereo not given)	-2.4	4	4	-55	10	1	-7	7	-17	11
CC(=O)c1cc(OC(=O)N2CCOCC2)ccc1OC(=O)N1CCOCC1	0.4	-3	0	-29	98	0	2	9	-32	96
COc1ccc(C(=O)c2c[nH]c3ccccc23)cc1	-0.8	-15	1	-39	103	1	23	14	3	97
Cc1ccc(-c2nc(C#N)c(NCc3cccc4c3OCO4)o2)cc1	-2.7	-22	22*	1	85	-1	-16	18	-2	86
COCCCNC(=O)CSc1ccc(Cl)cc1	-0.2	-3	2	1	100	-1	-4	5	-1	115
CCCC(=O)OCC(=O)Nc1ccc(OC(F)F)cc1	-0.4	-8	1	-65	101	0	1	26	-5	109
COCCOc1ccc(C(F)(F)F)cc1NC(=O)COC(=O)c1c(C)noc1C	-5.1	-7	10	-3	90	-1	8	5	-8	83
COc1ccccc1NC(=O)C1=C(C)Nc2nc(-c3cccs3)nn2C1c1cccnc1 (stereo not given)	-2.7	-6	4	-1	104	-1	-4	12	5	82
COCCn1c(SCC(=O)Nc2sc(C)c(C)c2C#N)nnc1-c1ccc(OC)cc1	-3.2	-15	3	-21	88	-1	4	4	x	85
CC12CCC(=O)N1C(C(=O)OCC(=O)Nc1cccc(S(=O)(=O)N3CCCCCC3)c1)CS2 (stereo not given)	-0.4	1	0	-30	95	0	13	6	x	94
Cc1cccc(N2CCN(Cc3oc(CO)cc(=O)c3O)CC2)c1C	-0.1	-4	3	-42	91	1	10	7	0	94
CC1C/C(=N/N=C2/NC(=O)CS2)CC(C)(C)C1 (stereo not given)	-0.8	-10	0	-23	105	x	4	4	-15	89
COCCOC(=O)c1[nH]c2c(c1C)C(=O)CC(c1ccc(F)cc1)C2 (stereo not given)	-1.7	-4	-1	-36	28	0	7	11	x	27
CC(C)Nc1nc(Oc2ccc(Cl)cc2)cc(C(F)(F)F)n1	-1.8	-11	5	-10	95	x	2	8	-28	96
CNC(=O)Nc1ccccc1NC(=O)NC	-0.3	-2	3	-13	89	1	1	5	-7	92
CCCCNC(=O)/C=C1\Sc2ccccc2NC1=O	0.2	4	1	-25	103	-5	16	1	17	95
O=[N+]([O-])c1ccc(O)c(/C=N/n2cnnc2)c1	0.9	2	4	42	100	-9	9	8	x	101
CCC(=O)N1CCN(c2c(Cl)cccc2[N+](=O)[O-])CC1	-0.7	-17	2	-20	89	1	0	27	-1	93
COc1ccc(C2=NOC(C(=O)NCCCn3ccnc3)C2)cc1 (stereo not given)	-0.5	0	0	-4	93	1	-10	4	-11	87
COc1cc(CNc2ccc(C(=O)O)cc2)cc(Br)c1OCC(=O)NC(C)(C)C	-2.8	0	6	-36	94	-4	4	35*	x	97
CCS(=O)(=O)NCC(c1cccnc1)N1CCN(c2ccccc2OC)CC1 (stereo not given)	-2.8	-6	4	4	91	-2	-2	33	-21	97
COC(=O)CSc1nnc(-c2cccnc2)o1	-0.9	-2	0	-36	100	0	12	5	3	109
FC(F)(F)c1nc(-c2ccncc2)ncc1-c1nnnn1-c1ccccc1	-3.0	-6	0	-22	75	-2	-9	12	-10	74
O=C(CSc1nnc(-c2cc3ccccc3cc2O)n1Cc1ccco1)N1CCc2ccccc2C1	-4.5	4	5	-50	76	1	-9	4	x	73
Cc1ccc(NC(=O)c2ccccc2OCC(=O)c2ccccc2)cc1	0.4	-7	6	-44	79	0	-10	5	-11	80
CCOC(=O)c1ccc(NC(=S)NNC(=O)COC)cc1	-2.0	1	3	-31	91	-3	5	5	x	98
COc1ccc(CN2CCCCCC2)c(C)c1C	-3.1	x	3	-44	81	x	-3	4	x	85
Cc1cc(/C=N/NC(=O)c2cccc([N+](=O)[O-])c2)c(C)n1-c1ccccc1	0.0	-8	3	-21	88	-2	6	21	2	71
c1ccc(CSc2nnc(-c3ccco3)c(-c3ccco3)n2)cc1	-4.8	-14	4	1	80	0	6	55	-14	87
